High-throughput results deposited in PubChem by National Center for Advancing Translational Sciences (NCATS).
AmpC inh detg: qHTS Inhibitors of AmpC Beta-Lactamase (assay with detergent). P00811. AmpC hydrolysis of nitrocefin, absorbance 480 nm, 0.01% Triton. Potency, µM (highest dose often 114 µM), without a hit: at the top dose activity change, negative = inhibition, hits mostly inhibitors. hit rate 0.041% among 370,000;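 also: potency is read from the fitted curve at half-maximal effect; 0% = no-compound wells and -100% = no-enzyme wells; nearly all actives have a fitted effect of over 25% in size; some results filed as inactive show a strong effect at the top dose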
Target sequence (P00811 whole entry, looked up): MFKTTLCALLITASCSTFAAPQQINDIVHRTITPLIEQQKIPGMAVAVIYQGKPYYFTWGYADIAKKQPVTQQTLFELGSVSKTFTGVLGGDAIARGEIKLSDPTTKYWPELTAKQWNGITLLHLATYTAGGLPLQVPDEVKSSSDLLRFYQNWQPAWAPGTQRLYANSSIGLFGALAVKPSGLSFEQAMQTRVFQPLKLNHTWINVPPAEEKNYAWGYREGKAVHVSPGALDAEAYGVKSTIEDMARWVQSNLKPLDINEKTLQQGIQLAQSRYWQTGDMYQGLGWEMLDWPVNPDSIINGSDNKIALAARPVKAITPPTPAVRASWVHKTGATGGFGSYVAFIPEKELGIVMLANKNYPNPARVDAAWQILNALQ
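AmpC (5.3 nM in the dispensed reagent) in 20 mM phosphate pH 7.0 with 0.01% (detergent screen) or 0.0001% Triton X-100 was preincubated with compounds for 15 min at room temperature. Nitrocefin was then added from an 800 uM solution, and hydrolysis was followed at 480 nm.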
Tb PYK inh: qHTS of Trypanosoma Brucei Inhibitors; Potency, µM (top dose mostly 76.8 µM), inactives show top-dose activity, negative = inhibition, usual class: inhibitors; TbPYK enzyme, Kinase-Glo Plus ATP luminescence, 45 min; hit rate 0.12% among 410,000; AID 624173, 2012; also: potency is read from the fitted curve at half-maximal effect; nearly all actives have a fitted effect of over 50% in size
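Readout: single end-point luminescence (Kinase-Glo Plus, 10 min). Reaction conditions were TbPYK/substrate plus 130 uM ADP, 45 min at RT, pH 7.2 TEA buffer. No-enzyme wells served as controls, and data were normalized before concentration-response fitting.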
LmPK inhibitor: qHTS Assay for Inhibitors of Leishmania Mexicana Pyruvate Kinase (LmPK). purified LmPK, Kinase-Glo ATP luminescence, 1 h. Potency, µM (titrated, usually from 57.5 µM), inactives show at the top dose activity change, negative = inhibition, hits mostly inhibitors. Q27686. hit rate 0.37% among 290,000; also: potency is read from the fitted curve at half-maximal effect
Target sequence (Q27686 whole entry, looked up): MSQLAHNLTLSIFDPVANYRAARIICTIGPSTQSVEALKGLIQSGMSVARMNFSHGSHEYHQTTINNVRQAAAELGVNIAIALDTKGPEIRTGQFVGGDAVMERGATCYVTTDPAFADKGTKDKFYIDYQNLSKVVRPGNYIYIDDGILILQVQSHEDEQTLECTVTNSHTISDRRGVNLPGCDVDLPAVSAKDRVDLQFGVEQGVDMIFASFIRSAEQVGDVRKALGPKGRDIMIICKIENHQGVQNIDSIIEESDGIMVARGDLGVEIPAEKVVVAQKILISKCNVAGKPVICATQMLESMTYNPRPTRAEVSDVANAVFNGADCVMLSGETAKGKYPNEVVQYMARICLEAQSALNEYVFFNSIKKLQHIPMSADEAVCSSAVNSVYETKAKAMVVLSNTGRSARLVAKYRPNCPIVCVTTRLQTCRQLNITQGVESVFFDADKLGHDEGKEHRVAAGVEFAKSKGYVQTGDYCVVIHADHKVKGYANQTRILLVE
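In 50 mM imidazole pH 7.2 with 7 mM MgCl2, LmPK (0.1 nM) turned over PEP (0.5 mM) and ADP (0.1 mM) for 1 h at room temperature. Luciferase read-out of ATP.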
Sm TGR inh: qHTS Assay for the Inhibitors of Schistosoma Mansoni Peroxiredoxins; purified TGR, DTNB reduction, TNB absorbance 405 nm; Potency, µM (titrated, usually from 114 µM), for the others: at the highest dose activity change, negative = inhibition, most hits filed as inhibitors; hit rate 3% among 360,000; also: potency is read from the fitted curve at half-maximal effect; nearly all actives have a fitted effect of over 60% in size
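Kinetic colorimetric format: TGR-catalysed, NADPH-driven DTNB reduction monitored via TNB absorbance. Enzyme dispensed at 20 nM; compound exposure 15 min at room temperature before reaction start.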
AmpC inh no detg: qHTS Inhibitors of AmpC Beta-Lactamase (assay without detergent). P00811. AmpC nitrocefin hydrolysis, absorbance 480 nm, 0.0001% Triton. Potency, µM (doses to about 57.1 µM), for inactives: at the highest dose activity change, negative = inhibition, actives largely listed as inhibitors. hit rate 0.52% among 330,000. AID 485341, 2010;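 also: potency is read from the fitted curve at half-maximal effect; plate controls were no compound for no effect and no enzyme for full effect; nearly all actives have a fitted effect of over 20% in size; some results filed as inactive show a strong effect at the top dose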
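AmpC (5.3 nM in the dispensed reagent) in 20 mM phosphate pH 7.0 with 0.01% (detergent screen) or 0.0001% Triton X-100 was preincubated with compounds for 15 min at room temperature. Nitrocefin was then added from an 800 uM solution, and hydrolysis was followed at 480 nm.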
AMA1 RON2 block: qHTS for Inhibitors of AMA1-RON; Towards Development of Antimalarial Drug Lead: Primary Screen; Plasmodium falciparum AMA1 (3D7) - RON2 peptide interaction; AlphaScreen AMA1-biotinylated RON2 peptide binding; Potency, µM (top dose mostly 58.2 µM), inactives show top-dose activity change, negative = inhibition, most hits filed as inhibitors; hit rate 0.2% among 360,000; AID 720542, 2013;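 also: potency is read from the fitted curve at half-maximal effect; 0% = vehicle wells and -100% = peptide control; nearly all actives have a fitted effect of over 45% in size; some results filed as inactive show a strong effect at the top dose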
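AMA1 (3D7) with his tag at 25 nM final met compounds first, then biotinylated RON2 peptide at 25 nM; detection used donor plus acceptor beads, 10 µg/mL apiece, read by AlphaScreen after 30 min at room temperature.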
HCMV antiviral: qHTS Assay for inhibitors of the human cytomegalovirus (HCMV); HFF cells, HCMV-luciferase reporter, 72 h; active compounds read low; activity change, negative = inhibition, % at 57.5 µM; hit rate 4.5% among 410,000; AID 1259415, 2018; in the data active = activity change below about -60%; inconclusive = no clear call, values can overlap the other calls; inactive = above about -39%
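Two compound doses tested in HFFs infected with HCMV-luciferase, MOI 1 PFU/cell, 72 h at 37C. Lysate luminescence read with OneGlo; data normalized against buffer-only and 10uM Salinomycin inhibitor controls.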
Numbers without * were called inactive; ? = inconclusive; . = no result given; & = joins results of further samples; [ ] = another dose, or the depositor's remark. Unless noted, calls follow the shape of the dose curve; as a rule, active = well fitted curve in the direction sought with a large enough effect; inconclusive = small, poorly fitted or top-dose-only effect, or another doubt; inactive = no such curve, though single readings can be large; an effect the other way counts as inactive or inconclusive. Unless noted, % is scaled to controls: 0 for no effect and ±100 for the full control effect.

SMILES | AmpC inh detg | Tb PYK inh | LmPK inhibitor | Sm TGR inh | AmpC inh no detg | AMA1 RON2 block | HCMV antiviral
O=C1C=C(N2CCN(C3=CC(=O)CCC3)CC2)CCC1 | ? | -6% | -8% | 20µM* | -23% | 37%[activator] | -9
COc1ccc(CCN2C(=O)CC(Cc3ccc(Br)cc3)C2=O)cc1OC (stereo not given) | ? | 1% | 2% | -1% | 113%[activator] | -18% | 9
COC(=O)OCC12CCC(O1)C1(C)C(=O)OCC21 (stereo not given) | -1% | -22% | 0% | 0% | -7% | 4% | ?
CC(NC(=O)CCC(=O)N1CCCCCC1)c1ccccc1 (stereo not given) | -3% | -12% | 1% | 0% | -15% | 11% | -13
O=C(NCc1ccccc1Cl)C1CCN(S(=O)(=O)N2CCCCC2)CC1 | -10% | -4% | -5% | 7% | -6% | 8% | -5
NS(=O)(=O)c1ccc(N=Nc2ccc(=O)[nH]c2O)cc1 | 0% | -17% | 16% | 22µM* | -24% | -20% | -36
Cc1noc(/C=C/c2cccs2)c1S(=O)(=O)N1CCC(C(=O)NCc2ccc(Cl)cc2)CC1 | 0% | 0% | . | -2% | . | . | ?
Cc1ccc(OCCC(=O)OCC(=O)Nc2ccc(N3CCOCC3)cc2)cc1 | -16% | -3% | . | -9% | -1% | -12% | -18
CCOc1ccccc1C(=O)NC(C(=O)NCc1ccccc1OC)C(C)C (stereo not given) | -1% | 1% | 2% | -1% | -8% | 8% | -1
COc1ccccc1OC1=NS(=O)(=O)c2ccccc21 | -7% | 0% | 13µM* | ? | -2% | -16% | 34
COc1ccc(NC(=O)CCc2nnc3ccc(NCc4ccco4)nn23)cc1 | ? | 0% | -9% | -4% | -3% | -2% | ?
Clc1ccc(-c2nc3ccccc3nc2-c2ccccc2)cc1 | -6% | -7% | 1% | -4% | -29% | 12% | -5
CCCCCCCCN1N=N[C@H]2[C@H]1[C@@H]1C[C@H]2N(C(=O)OC(C)(C)C)O1 | . | 2% | . | . | 155%[activator] | -3% | -31
O=C(/C=C/c1ccccc1)N/C(=C/c1ccccc1)C(=O)NCCO | 1% | 2% | 2% | -22% | -24% | 7% | -33
Cc1cc(N2CCOCC2)nc2ccc(NC(=S)NCc3ccc4c(c3)OCO4)cc12 | 1% | 5% | 9% | 5% | 31% | 25% | 5
COc1ccc(CNC(=O)c2nc(SCc3ccc(C)cc3)ncc2Cl)cc1 | -2% | -5% | . | -3% | . | . | -70*
Cn1c(=O)c2c([nH]c(=O)n2Cc2ccc(Cl)cc2Cl)n(C)c1=O | 8% | -1% | . | 4% | . | . | 9
CCN(CC(=O)NC1CCS(=O)(=O)C1)S(=O)(=O)c1ccc(F)cc1 (stereo not given) | ? | -12% | 2% | -7% | -10% | -4% | -26
COc1ccc(CNC(=O)Cn2cnc3c(=O)n(C)c(=O)n(C)c32)cc1 | 1% | 2% | 0% | -12% | -1% | -1% | -35
O=C(Oc1cccc(Oc2ccccc2)c1)N1CCOCC1 | -4% | 4% | 1% | 4% | 20% | 10% | -21
O=C(NC(=S)Nc1cc(C(F)(F)F)ccc1Cl)c1ccccc1 | -4% | 1% | -5% | -12% | -24% | 39% | 2
Cc1ccc(CN2C(=O)C(C)Nc3ncnc(N4CCN(c5ccccn5)CC4)c32)cc1 (stereo not given) | -8% | -3% | . | -10% | 108%[activator] | -8% | -4
Cc1cc(C)c(NC(=O)C2CCCN2CCOC(=O)c2ccccc2)c(C)c1 (stereo not given) | -2% | -10% | 5% | -7% | 125%[activator] | -2% | -30
CC(C)NC(=O)N(C)C[C@@H]1OCCCC[C@@H](C)Oc2ccc(NC(=O)Nc3ccc(F)cc3)cc2C(=O)N([C@H](C)CO)C[C@@H]1C | . | 6% | . | . | . | 10% | 12
CCCCCC(=O)NNC1=NCC(Cc2cccc(Cl)c2)S1 (stereo not given) | ? | -20% | -4% | -3% | 179%[activator] | 33%[activator] | 5
COc1cc(NC(=O)COC(=O)CO/N=C(\C)c2ccc3c(c2)OCO3)cc(OC)c1 | 3% | -1% | . | -1% | -26% | -10% | 0
C=CCC[C@H](Cc1ccc(F)cc1)C(=O)OC[C@H]1CCCN1C(=O)[C@@H](CC=C)CC(=O)NCCO | . | 2% | . | . | 297%[activator] | 0% | -36
Cc1ccc(CN2CCN(C3CCN(S(=O)(=O)c4ccc(C)cc4)CC3)C(=O)C2=O)cc1 | 3% | -7% | . | 6% | . | . | 10
COc1ccc(NC(=O)c2cc(C)nc3c2c(C)nn3-c2ccc(C)cc2)cc1OC | -1% | 3% | . | -1% | . | . | 5
Cc1ccc(N(CC2CO2)S(=O)(=O)c2ccccc2[N+](=O)[O-])cc1 (stereo not given) | 5% | -1% | -4% | -27% | -21% | -14% | -22
COc1ccc(C2Nc3ccccc3C(=O)N2c2ccc(F)cc2)cc1CSc1ccccn1 (stereo not given) | -3% | -9% | -1% | -8% | -35% | 0% | 57
CCC(C)NCCOc1ccc(Br)cc1 (stereo not given) | 2% | -11% | -12% | 1% | -12% | -4% | 68
CN1CCN(CCCNC(=O)c2ccc(/C=C3\Oc4ccccc4N(Cc4ccc(Cl)cc4)C3=O)cc2)CC1 | 1% | 3% | 2% | 9% | 190%[activator] | -6% | -110*
Cc1ccc(NC(=O)c2cc(CN3CCOCC3)on2)cc1Cl | -6% | 5% | . | -9% | . | . | 18
COc1ccc(N(Cc2cc3ccc(C)cc3[nH]c2=O)C(=O)C2CCCO2)cc1 (stereo not given) | -5% | -2% | -1% | 0% | 3% | 7% | -35
CCCS(=O)(=O)c1c(S(=O)(=O)CCC)c2cnccn2c1C(=O)c1ccc(Cl)cc1 | -9% | -5% | 3% | 6% | 5% | -6% | -31

Part of the list above, set out differently.
The line under a structure holds: AmpC inh detg	Tb PYK inh	LmPK inhibitor	Sm TGR inh	AmpC inh no detg	AMA1 RON2 block	HCMV antiviral
CCCS(=O)(=O)c1c(S(=O)(=O)CCC)c2cnccn2c1C(=O)c1ccc(Cl)cc1
    -9%	-5%	3%	6%	5%	-6%	-31
C=CCC[C@H](Cc1ccc(F)cc1)C(=O)OC[C@H]1CCCN1C(=O)[C@@H](CC=C)CC(=O)NCCO
    .	2%	.	.	297%[activator]	0%	-36
CN1CCN(CCCNC(=O)c2ccc(/C=C3\Oc4ccccc4N(Cc4ccc(Cl)cc4)C3=O)cc2)CC1
    1%	3%	2%	9%	190%[activator]	-6%	-110*
COc1cc(NC(=O)COC(=O)CO/N=C(\C)c2ccc3c(c2)OCO3)cc(OC)c1
    3%	-1%	.	-1%	-26%	-10%	0
Cc1ccc(CN2CCN(C3CCN(S(=O)(=O)c4ccc(C)cc4)CC3)C(=O)C2=O)cc1
    3%	-7%	.	6%	.	.	10

More structures.
SMILES | AmpC inh detg | Tb PYK inh | LmPK inhibitor | Sm TGR inh | AmpC inh no detg | AMA1 RON2 block | HCMV antiviral
CC(=O)Nc1ccc(-n2c(C)c(C(C)=O)c(C(C)=O)c2C)cc1 | -13% | -1% | 3% | 0% | 1% | -2% | -7
O=S(=O)(c1ccc(F)c(F)c1F)N1CCN(C(=S)NC2CC3CCC2C3)CC1 (stereo not given) | ? | 3% | 6% | 9% | -13% | 7% | ?
O=C(CP(=O)(c1ccccc1)c1ccccc1)N1CCCCC1 | -6% | -5% | -4% | 1% | -2% | 1% | -10
Cc1ccnc(NC(=O)COc2c(C)cc(C)cc2[N+](=O)[O-])c1 | -13% | -9% | -2% | -4% | -12% | 16%[2.32 µM] | -16
CCSc1nc2cc(OC)c(OC)cc2c(=O)n1CCc1ccccc1 | -16% | 11% | 4% | -2% | -12% | 1% | ?
COc1cc(/C=N/N=C(\N)c2nonc2N)cc(OC)c1OC | 4% | -1% | 6% | -2% | -23% | -11% | 12
Cc1ccc(NC(=O)CN(C)C(=O)Cn2nnc(-c3ccccc3)n2)cc1 | -17% | -1% | . | -7% | -5% | -4% | -25
COc1ccc(C(C(=O)NC(C)(C)C)N(C(=O)CNC(=O)c2cccs2)c2ccc(NC(C)=O)cc2)cc1OC (stereo not given) | -8% | -6% | 1% | . | 12% | 10% | -6
CCc1nn2c(=O)cc(COC(=O)c3ccccc3NC(=O)COc3ccccc3C)nc2s1 | 10% | -4% | . | 1% | . | . | 8
COc1cccc(N(Cc2nnc3n2CCCCC3)C(=O)Nc2ccccc2F)c1 | -4% | -4% | 2% | 7% | 8% | 0% | 25
Cc1ccc(C(=O)N2CC(C)OC(C)C2)c(Cl)c1 (stereo not given) | -5% | 3% | 16% | 2% | -2% | 3% | 23
Cc1noc(C)c1CSc1nc2sc(C)c(C)c2c(=O)n1-c1ccccc1 | -7% | 8% | 2% | -2% | -16% | 0% | 48
CCC1CN(C(=O)N2CCC(C(=O)NCc3ccc(C)o3)CC2)c2cc(C)ccc2O1 (stereo not given) | -1%&22% | -2%&1% | -5% | ? | 152%[activator] | -6% | 5&25
Cc1cccc(NC(=O)CCc2nc3sc4c(c3c(=O)[nH]2)CCCC4)n1 | ? | -1% | . | -2% | 15% | 7% | -16
CCn1c(Cc2c(C)[nH]c3ccccc23)nnc1SCC(N)=O | 0% | -12% | -8% | 45µM* | -6% | -4% | -26
CC(=O)Cc1nsc(NC(=O)c2ccc(-c3cc(C(F)(F)F)ccc3Cl)o2)n1 | 2% | -1% | 4% | -4% | -11% | 8% | -21
C/C(Cl)=C/Cn1c(=O)c2c(nc(Br)n2Cc2ccccc2)n(C)c1=O | -12% | 8% | 1% | -2% | -1% | 4% | 16
COc1ccc(C2NC(=O)N(C)C3=C2C(=O)N(c2ccccc2)C3)cc1 (stereo not given) | -3% | 2% | . | -8% | . | . | 3
Cc1cccc(C)c1NC(=O)CSc1nc(-c2cccs2)cc(C(F)(F)F)n1 | 1% | -1% | . | -2% | . | . | ?
CC(C(=O)c1c[nH]c2ccccc12)N1CCSCC1 (stereo not given) | ? | 6% | -1% | 2% | -38% | -14% | 64
CCO[C@@H]1OC(C(=O)Nc2ccccc2)=C[C@H](C)[C@H]1CCCO | . | 0% | . | . | . | -8% | -2
O=C(CCS(=O)(=O)c1ccc(Br)cc1)Nc1ccc(F)cc1F | -7% | -5% | . | -27% | . | . | -11
